Compound activity: PubChem, National Center for Advancing Translational Sciences (NCATS)
D2 ag: HTS Assay for Allosteric Agonists of the Human D2 Dopamine Receptor: Primary Screen for Agonists. hit rate 0.53% among 340,000. HEK293 T-REx D2 cells, calcium flux agonist mode. activation, % at 2 µM. D(2) dopamine receptor (Homo sapiens), P14416;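 active = activation over 3 SD above normal in the single-dose calcium agonist read, cut at about 30% in these data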; also: 0% is about no effect
Target sequence (P14416 whole entry, looked up): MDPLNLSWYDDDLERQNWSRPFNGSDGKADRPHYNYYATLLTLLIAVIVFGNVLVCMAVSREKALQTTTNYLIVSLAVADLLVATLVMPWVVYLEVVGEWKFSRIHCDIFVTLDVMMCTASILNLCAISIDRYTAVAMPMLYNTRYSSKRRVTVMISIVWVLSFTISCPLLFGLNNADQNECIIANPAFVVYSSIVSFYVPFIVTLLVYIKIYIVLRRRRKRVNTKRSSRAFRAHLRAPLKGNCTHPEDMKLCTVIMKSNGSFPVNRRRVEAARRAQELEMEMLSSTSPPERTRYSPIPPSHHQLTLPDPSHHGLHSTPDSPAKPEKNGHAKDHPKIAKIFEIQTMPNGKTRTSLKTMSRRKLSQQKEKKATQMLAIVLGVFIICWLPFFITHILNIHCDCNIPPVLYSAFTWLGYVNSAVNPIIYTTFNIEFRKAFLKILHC
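Agonism is scored from calcium flux in a force-coupled, inducible HEK293 cell line expressing D2, read kinetically for 180 s after compound addition against dopamine controls.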
D2 antag: HTS Assay for Allosteric Antagonists of the Human D2 Dopamine Receptor: Primary Screen for Antagonists. AID 485344, 2010. hit rate 2% among 340,000. inhibition, % at 10 µM. HEK293 TREx D2 cells, calcium flux, dopamine EC80; in the data active = inhibition above about 30%; also: 0% is about no effect
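Antagonism is scored as inhibition of an EC80 dopamine-evoked calcium signal in a force-coupled, tetracycline-inducible HEK293 T-REx D2 line, with compound present 180 s before agonist.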
TrxR1 substrate: qHTS Assay for Substrates of Mammalian Selenoprotein Thioredoxin Reductase 1 (TrxR1): qHTS. Thioredoxin reductase 1, cytoplasmic (Rattus norvegicus), O89049. hit rate 0.01% among 390,000. Potency, µM (highest dose often 114 µM), without a hit: top-dose activity change, negative = substrate turnover. purified TrxR1 substrate turnover, NADPH consumption readout. AID 588456, 2011; also: potency is read from the fitted curve at half-maximal effect; % is scaled to controls: 0 for no effect and ±100 for the full control effect; nearly all actives have a fitted effect of over 50% in size
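Rat TrxR1, dispensed at 90 nM, was prereduced with 400 uM NADPH (final) for 5 min at ~22 deg C, then incubated with compound 15 min before 400 uM selenite. A first-read NADPH fluorescence drop versus no-compound background flagged substrates.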
TrxR1 inh: qHTS Assay for Inhibitors of Mammalian Selenoprotein Thioredoxin Reductase 1 (TrxR1): qHTS | hit rate 1% among 390,000 | Potency, µM (titrated, usually from 114 µM), inactives show top-dose activity change, negative = inhibition, actives largely listed as inhibitors | Thioredoxin reductase 1, cytoplasmic (Rattus norvegicus), O89049 | recombinant rTrxR1, NADPH fluorescence consumption, selenite substrate; also: potency is read from the fitted curve at half-maximal effect; % is scaled to controls: 0 for no effect and ±100 for the full control effect; nearly all actives have a fitted effect of over 65% in size
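Rat TrxR1 (90 nM in the dispensed reagent) was pre-reduced with 400 uM NADPH for 5 min at room temperature, then incubated with compound for 15 min. After 400 uM selenite was added, NADPH fluorescence (Ex 340/Em 450 nm) was followed for 8 min.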
TRHR enhancer: qHTS for Small Molecule Agonists and Allosteric Enhancers of Human TRH Receptor: Primary Screen for Enhancers; Thyrotropin-releasing hormone receptor (Homo sapiens), P34981; TRHR cells, fluo-8 calcium fluorescence, EC20 TRH enhancement; enhancement, % at 2 µM; hit rate 0.66% among 360,000; AID 493056, 2011; in the data active = enhancement above about 30%; also: 0% is about no effect
Target sequence (P34981 whole entry, looked up): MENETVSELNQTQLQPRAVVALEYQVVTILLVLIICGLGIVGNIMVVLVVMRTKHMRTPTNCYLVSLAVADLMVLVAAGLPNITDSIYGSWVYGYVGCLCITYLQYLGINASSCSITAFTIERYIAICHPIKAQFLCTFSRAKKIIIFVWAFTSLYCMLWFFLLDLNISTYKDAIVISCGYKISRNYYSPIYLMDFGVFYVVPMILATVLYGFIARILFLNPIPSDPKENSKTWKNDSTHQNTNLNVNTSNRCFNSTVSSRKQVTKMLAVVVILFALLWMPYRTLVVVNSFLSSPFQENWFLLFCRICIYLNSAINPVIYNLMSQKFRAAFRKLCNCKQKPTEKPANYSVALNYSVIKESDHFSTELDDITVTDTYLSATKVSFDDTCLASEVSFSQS
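Enhancer read-out: after compound pinning and an initial kinetic agonist-mode read, an EC20 of TRH (10 nM final) was injected and fluo-8 calcium signal (Ex 480/Em 530) followed at 1 s/cycle for 100 cycles in TRHR-expressing cells.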
mIDH1 inhibitor: qHTS for Inhibitors of mutant isocitrate dehydrogenase 1 (IDH1): qHTS | IDH1-R132H enzyme, NADPH consumption, diaphorase/resazurin fluorescence | AID 602179, 2012 | Potency, µM (top dose mostly 76.6 µM), without a hit: at the highest dose activity change, negative = inhibition, hits mostly inhibitors | Isocitrate dehydrogenase [NADP] cytoplasmic (Homo sapiens), O75874 | hit rate 0.093% among 390,000; also: potency is read from the fitted curve at half-maximal effect; % is scaled to controls: 0 for no effect and ±100 for the full control effect; nearly all actives have a fitted effect of over 65% in size
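IDH1-R132H (0.5 ug/mL dispensed) in pH 7.5 Tris buffer was preincubated 30 min with compound, then given a substrate mix of 0.016 mM NADPH and 2 mM alpha-KG for 80 min at room temperature; remaining NADPH was read by diaphorase/resazurin fluorescence.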
Pin1 inhibitor: qHTS Assay to Find Inhibitors of Pin1; Peptidyl-prolyl cis-trans isomerase NIMA-interacting 1 (Homo sapiens), Q13526; Pin1 FP peptide displacement, HiFluor488, 10 min; Potency, µM (series often up to 115 µM), for inactives: at the top dose activity, negative = inhibition, hits mostly inhibitors; hit rate 0.009% among 390,000; active = well fitted inhibition curve with a large enough effect in the polarisation, with a control signal flat, not every such curve was filed as active; inconclusive = small, poorly fitted or top-dose-only effect, or effect the other way, or a change in a side signal; inactive = no such curve, though single readings can be large or run the other way; the % refers to the polarisation; also: potency is read from the fitted curve at half-maximal effect; % is scaled to controls: 0 for no effect and ±100 for the full control effect
Target sequence (Q13526 whole entry, looked up): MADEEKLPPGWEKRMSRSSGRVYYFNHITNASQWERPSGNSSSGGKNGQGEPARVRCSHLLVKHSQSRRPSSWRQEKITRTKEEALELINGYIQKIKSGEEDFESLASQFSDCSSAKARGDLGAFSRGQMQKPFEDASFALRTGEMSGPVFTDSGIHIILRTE
TRHR agonist: qHTS for Small Molecule Agonists and Allosteric Enhancers of Human TRH Receptor: Primary Screen for Agonists; TRHR cells, calcium flux fluo-8, FDSS agonist mode; activation, % at 2 µM; hit rate 0.18% among 360,000; in the data active = activation above about 30%; also: 0% is about no effect
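Steps: seed TRHR cells overnight; add fluo-8 no-wash Ca dye, RT 30 min–1.5 h; record 10 s baseline; pin-transfer compounds; monitor fluorescence 1 cycle/s for the agonist window. Calcium increases flag candidate agonists.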
USP1-UAF1 inh: Inhibitors of USP1/UAF1: Primary Screen; Ubiquitin carboxyl-terminal hydrolase 1 (Homo sapiens), O94782; recombinant USP1/UAF1, Ub-Rhodamine cleavage fluorescence; Potency, µM (series often up to 57.1 µM), without a hit: at the highest dose activity change, negative = inhibition, hits mostly inhibitors; hit rate 0.23% among 390,000; AID 743255, 2014; also: potency is read from the fitted curve at half-maximal effect; % is scaled to controls: 0 for no effect and ±100 for the full control effect; nearly all actives have a fitted effect of over 60% in size; inactives centre near -12
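USP1/UAF1 complex (1 nM) preincubated 15 min at room temperature with compound, then Ub-Rho substrate (150 nM final) added. Kinetic fluorescence at 480/540 nm over 6 reads at 60 s intervals; 50 mM HEPES pH 7.8, 0.5 mM EDTA, 0.1 mg/ml BSA, 1 mM TCEP, 0.01% Tween-20.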
* = called active by the depositor; ? = inconclusive; · = not tested or not shown; [ ] = remark or other dose. Unless noted, calls follow the shape of the dose curve; as a rule, active = well fitted inhibition curve with a large enough effect; inconclusive = small, poorly fitted or top-dose-only effect; inactive = no such curve, though single readings can be large or run the other way. An excerpt; rates above refer to the full screens.

Each structure is followed by: TrxR1 inh | TRHR agonist | Pin1 inhibitor | TrxR1 substrate | TRHR enhancer | D2 ag | mIDH1 inhibitor | D2 antag | USP1-UAF1 inh
[1] Cc1occc1-c1nnc(SCC(=O)c2ccccc2)n1CC1CCCO1 (centres undefined)
 : ? | 0.5 | -1% | 2% | 20 | 0.3 | 6% | -9 | -11%
[2] CC1CC(C)CN(C(=O)CCC(=O)Nc2nnc(C3CCCCC3)s2)C1 (centres undefined)
 : -4% | -0.1 | -1% | -5% | 0 | 0.5 | 5% | -5 | -10%
[3] CCN1CCc2c(sc3c2c(NCc2ccco2)nc2nnnn23)C1
 : 16% | 1.3 | 17% | 129%[activator] | -10 | 2.1 | 10% | -2 | ?
[4] CCN(c1ccccc1)S(=O)(=O)c1ccc2c(c1)C(C)(C)C(=O)N2C
 : 3%[57.1 µM] | -0.6 | -6% | 3%[57.1 µM] | -3 | -0.3 | 4% | 0 | -23%
[5] CCC(C)(C)C1CCC2(CC1)NC(=O)N(CC(=O)Nc1cc(C(F)(F)F)ccc1N1CCOCC1)C2=O (centres undefined)
 : -11% | 0.4 | 7% | -9% | 2 | -0.4 | -5% | 0 | 5%
[6] CCOC(=O)c1c(C)[nH]c(C)c1S(=O)(=O)N1CCC(C(=O)NCc2cccc(OC)c2)CC1
 : 6%[57.1 µM] | 0.4 | -4% | 0%[57.1 µM] | 15 | -1.7 | 4% | · | -21%
[7] COCCOc1ccc(C(F)(F)F)cc1NC(=O)COC(=O)c1cc([N+](=O)[O-])ccc1N1CCOCC1
 : 3% | -0.1 | -2% | -5% | -3 | 1.3 | 4% | 4 | -19%
[8] O=C(Nc1ccccc1)c1nc[nH]c1C(=O)O
 : -2% | 0.6 | -1% | -1% | 3 | -0.2 | -19% | · | 25%
[9] Cc1ccc(C(=O)NC2CCN(S(=O)(=O)c3ccc(F)cc3)CC2)cc1
 : 21% | -1.0 | 1% | 2% | -5 | -0.5 | 0% | 8 | -8%
[10] CCCCOCCCNC(=O)N[C@@H](CCSC)C(=O)OC
 : 25% | 0.1 | 1% | -3% | -2 | 0.7 | -5% | -4 | 1%
[11] Cc1c(OCC(F)(F)F)ccnc1CSc1nc2ccccc2[nH]1
 : -7% | 1.6 | 2% | -4% | -6 | 0.5 | 6% | 18 | -21%
[12] Cc1nc2cc(N)ccc2n1-c1ccccc1
 : 14%[11.4 µM] | -0.6 | -5% | 5%[57.1 µM] | 3 | · | 3% | · | -10%
[13] COc1cccc(-c2cc(C(F)(F)F)nc(-n3ccc([N+](=O)[O-])n3)n2)c1
 : 19% | 0.2 | -7% | -5% | 0 | -0.6 | 3% | 9 | 3%
[14] CCc1nc(Nc2ccc(NC(C)=O)cc2)c2oc3ccccc3c2n1
 : -2% | -1.0 | -6% | 12% | -2 | 0.1 | 0% | -11 | -22%
[15] COc1ccc(CNc2nc3ccccc3n2Cc2ccccc2)cc1OC
 : -9% | -0.7 | 1% | -6% | 3 | 0.3 | 7% | -15 | -7%
[16] COc1cc(OC)cc(C(=O)NC(C)CNc2ccc(Cl)cc2[N+](=O)[O-])c1 (centres undefined)
 : 4% | -0.4 | 8% | -12% | -14 | 0.7 | -5% | 3 | -10%
[17] Cc1nc2ccccc2c(=O)n1NC(=O)c1ccc(Cl)c(Cl)c1
 : 4% | 0.0 | 0% | -7% | -2 | · | -14% | · | -12%
[18] CCOC(=O)c1ccc(NC(=O)c2cccc(S(=O)(=O)N3CCN(C(C)=O)CC3)c2)cc1
 : -10% | -0.2 | 2% | -10% | 11 | 0.0 | 16% | 9 | -18%
[19] CC1(C)C=Cc2cc3ccc(=O)oc3cc2O1
 : -22%[57.1 µM] | -1.1 | -2% | 41% | 1 | -1.1 | -6% | 29 | -14%
[20] COC(=O)COc1ccc(S(=O)(=O)N2CCOCC2)cc1
 : 9%[57.1 µM] | 0.2 | -3% | 1% | -1 | · | 3% | · | -9%

Shown bar-delimited: two of the compounds above.
nr | canonical_smiles | TrxR1 inh | TRHR agonist | Pin1 inhibitor | TrxR1 substrate | TRHR enhancer | D2 ag | mIDH1 inhibitor | D2 antag | USP1-UAF1 inh
6 | CCOC(=O)c1c(C)[nH]c(C)c1S(=O)(=O)N1CCC(C(=O)NCc2cccc(OC)c2)CC1 | 6%[57.1 µM] | 0.4 | -4% | 0%[57.1 µM] | 15 | -1.7 | 4% | · | -21%
7 | COCCOc1ccc(C(F)(F)F)cc1NC(=O)COC(=O)c1cc([N+](=O)[O-])ccc1N1CCOCC1 | 3% | -0.1 | -2% | -5% | -3 | 1.3 | 4% | 4 | -19%

Back to the main list; the two compounds before the break are reprinted first.
Each structure is followed by: TrxR1 inh | TRHR agonist | Pin1 inhibitor | TrxR1 substrate | TRHR enhancer | D2 ag | mIDH1 inhibitor | D2 antag | USP1-UAF1 inh
[19] CC1(C)C=Cc2cc3ccc(=O)oc3cc2O1
 : -22%[57.1 µM] | -1.1 | -2% | 41% | 1 | -1.1 | -6% | 29 | -14%
[20] COC(=O)COc1ccc(S(=O)(=O)N2CCOCC2)cc1
 : 9%[57.1 µM] | 0.2 | -3% | 1% | -1 | · | 3% | · | -9%
[21] Cc1sc(NC(=O)c2cccs2)nc1-c1ccccc1
 : 15% | 0.0 | 2% | 6% | 0 | -0.3 | 6% | -13 | -15%
[22] Cn1c(Cn2cnc3ccccc32)nnc1SCc1ccccc1
 : -14% | 0.0 | -2% | -8% | -3 | 0.2 | 8% | -4 | -2%
[23] Cc1ccc(NC(=O)c2cc(C(C)(C)C)nn2Cc2ccccc2)cc1
 : 6%[57.1 µM] | -1.2 | -3% | -15%[57.1 µM] | -7 | 1.1 | -4% | -31 | -4%
[24] O=c1c(Cc2ccc(F)cc2)c(O)ccn1Cc1ccc(F)cc1
 : 24% | -1.7 | -1% | -5% | -2 | -1.2 | 3% | 4 | -6%
[25] COc1ccc(C(=O)N[C@H](C(=O)N2CCN(c3ccccc3F)CC2)C(C)C)cc1
 : -14% | -0.2 | -1% | -15% | 4 | -1.2 | 0% | -7 | -6%
[26] O=C(NC12CC3CC(CC(C3)C1)C2)c1cncc(O)c1
 : 35% | 0.1 | 0% | 26% | 2 | 1.7 | 3% | 4 | -4%
[27] COc1cc(OC)cc(C(=O)NCC2CCCN(C(=O)c3csc(C)n3)C2)c1 (centres undefined)
 : -25% | -0.4 | 0% | -1% | -6 | -0.2 | -6% | 3 | 0%
[28] CC(=O)Oc1cc2c(cc1Cl)C(c1cccs1)CC1(CC(C)(C)NC(=S)N1)O2 (centres undefined)
 : 17%[57.1 µM] | 4.2 | 15% | -21%[57.1 µM] | -2 | 3.8 | 7% | 13 | -12%
[29] c1ccc2nc(SCc3cn4ccccc4n3)cnc2c1
 : 17% | 0.7 | 0% | -1% | -2 | -0.6 | 7% | -10 | -9%
[30] Nc1nonc1-n1nnc(C(=O)N/N=C/c2c(F)cccc2Cl)c1-c1ccc2c(c1)OCO2
 : 14% | 0.4 | -2% | 5% | 5 | -0.4 | -1% | 16 | -10%
[31] CCCN(CC(=O)Nc1ccc(F)c(F)c1F)Cc1cc(=O)n2ccsc2n1
 : 14%[57.1 µM] | -0.1 | -3% | 3%[57.1 µM] | 10 | 0.3 | -2% | 5 | -15%
[32] O=S(=O)(CCN1CCSCC1)c1ccccc1
 : -3%[57.1 µM] | 0.2 | 2% | 3%[57.1 µM] | 0 | · | -2% | · | -1%
[33] CCCCn1c(N)c(N(CCOC)C(=O)COC(=O)c2cc(CC)c(C)s2)c(=O)[nH]c1=O
 : 0% | -0.4 | -1% | -5% | -1 | 0.1 | 0% | 6 | 2%
[34] Cc1cc2nc(N3CCN(C(=O)c4ccco4)CC3)sc2cc1C
 : 1%[57.1 µM] | -0.1 | 6% | 1%[57.1 µM] | -1 | -0.3 | 0% | -9 | -8%
[35] Cc1nc(NC(=O)c2c(-c3ccccc3)c(-c3ccccc3)nn(C)c2=O)sc1C
 : 9% | -1.3 | -17% | 10% | 2 | -0.1 | -11% | · | -21%
[36] Nc1nc(-c2ccccc2)c(C(=O)Nc2ccccc2)s1
 : -9%[57.1 µM] | 0.4 | -1% | -3%[57.1 µM] | -1 | 1.1 | 9% | -8 | -14%
[37] CCCOc1cccc(C(=O)Nc2cccc(NC(=O)c3ccco3)c2)c1
 : 0% | 0.1 | 13% | 4% | 4 | 0.6 | 16% | 1 | -22%
[38] CCc1ccc2occ(CC(=O)Nc3c(C(=O)c4ccccc4)oc4ccccc34)c2c1
 : ? | -1.1 | 21% | -7% | 4 | -1.1 | 14% | · | -9%
[39] O=C(NCC(c1cccs1)S(=O)(=O)c1cccs1)c1c(F)cccc1F (centres undefined)
 : 6%[57.1 µM] | 0.1 | -5% | 4%[57.1 µM] | -19 | 0.7 | -5% | · | ?
[40] CC1(C)Cc2c(sc3nc(C4CC4)n(N)c(=O)c23)CO1
 : 28%[11.4 µM] | 0.1 | 5% | -15%[11.4 µM] | 4 | 1.7 | 3% | -6 | 0%
